# Compound activity deposited in PubChem BioAssay by several laboratories.
# bCat nuc transl = modulators of beta-catenin nuclear translocation, primary screen, imaging, HeLa cells, immunofluorescence, high-content; nuclear translocation activity, % at 5 µM; 190,000 compounds, 0.3% hits;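 active means nuclear translocation activity above 50% at 5 µM, with a well cell count of 50 or more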;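 further: per-cell ratio of nuclear to cytoplasmic median beta-catenin stain intensity; plate controls were DMSO negative control for no effect and GSK-3 inhibitor IX positive control for full effect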
#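 Signal – beta-catenin immunofluorescence imaging with DAPI · Test system – human HeLa cell line · Dosing – 5 µM primary single dose, 0.1% DMSO, 0.02–20 µM confirmation series · Measure – % activation, nuclear-to-cytoplasmic median beta-catenin signal ratio per cell · Incubation – 24 h compound exposure at 37°C, 5% CO2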
# MT stabilize HCS = microtubule stabilizers in HeLa cells, primary screen, imaging, high-content imaging; HeLa tubulin immunostaining HCS, 24 h; share of cells brighter than vehicle mean+2SD; % tubulin-high responders, % at 10 µM; 200,000 compounds, 0.83% hits;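 active means plate Z-score above 3 for both tubulin-high and condensed-nucleus cell shares, with cell loss under 80%, at 10 µM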;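 further: anti alpha tubulin signal scored within the nucleus-defined area of each cell; some results filed as inactive read as strong as hits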
# Dynein transport = inhibitors of GR-EGFP nuclear translocation, primary screen, dynein cargo transport inhibitor project, imaging, high-content, 3617.4 mouse cells. test concentration mostly 20 µM; stimulated with dexamethasone, 1 µM; hits give low values. z-score, hits read low. 220,000 compounds, 0.47% hits;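 active means plate z-score of nuclear minus cytoplasmic receptor signal below a set negative limit, without overly bright fluorescence or cell loss, cut at about -3.5 in these data, passing the limit was not always enough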;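 further: z-score of nuclear minus cytoplasmic ring GR-EGFP intensity difference per well; some compounds called inactive have numbers as strong as hits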
#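 Medium: Induction medium lacking tetracycline, stripped serum | Probe or stimulus: 1.0 µM final dexamethasone stimulus | Schedule: 48 h induction, then 1 h compound, then 30 min agonist, 37 °C | Signal: Automated 10x imaging of fixed Hoechst-stained cells | Evaluation: Per-cell GR-EGFP intensity, nucleus versus surrounding cytoplasmic ring, well-averaged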
# XIAP displacement = XIAP antagonists, biochemical, IAP family, fluorescence polarization (AID 1018) | E3 ubiquitin-protein ligase XIAP (Homo sapiens) | displacement, % at 20 µM; hits with a dose series show IC50 in µM | XIAP BIR domain, fluorescence polarization peptide displacement; higher % means a stronger effect | 200,000 compounds, 0.007% hits; in the data active means displacement above about 50%; further: a part of the inactive calls stands beside numbers as strong as those of hits
# Insulin prom up = insulin promoter activators in MIN6 cells, imaging, high-content screening, mouse beta cells; AID 1625, 2009; z-score at 5 µM; MIN6 insulin promoter-GFP reporter; hits give high values; 190,000 compounds, 0.3% hits;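 active means z-score above 3 at 5 µM with at least 500 cells counted in the well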
# Autophagy mod = autophagy modulators in MEF cells, primary screen, imaging, high-content, MEF GFP-LC3 | MEF GFP-LC3 puncta imaging; test concentration mostly 10 µM | calls only at 10 µM (by protocol) | 190,000 compounds, 0.98% hits | AID 463193, 2010;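 active means percentage of spot-positive cells more than 3 SD above its plate mean, without a fluorescence outlier flag or 80% toxicity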;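 further: spot-positive cell cutoff set from DMSO-treated cells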
# Lipid droplet = inhibitors of hepatocyte lipid droplet formation, primary screen, imaging, high-throughput imaging, BODIPY stain; 240,000 compounds, 0.4% hits; inhibition, % at 6.5 µM; AML12 mouse hepatocytes, oleate lipid droplets;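 active means lipid droplet intensity inhibited by at least 50%, with more than 500 cells counted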
#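 Material – mouse AML12 hepatocyte cell line, fixed after treatment · Compound dosing – one dose, 6.5 µM compound · Times – compound with oleate, overnight · Measured by – Image-based BODIPY and DAPI two-channel analysis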
# WT yeast gro inh = growth inhibition of WT strain, primary screen, mitochondrial fusion inhibitor project, WT and mutant strains, chemical genetic; mitochondrial fusion phenotypic screen; inhibition, % at 10 µM; 190,000 compounds, 2.1% hits; AID 1362, 2008; in the data active means inhibition above about 58%; tested in S. cerevisiae
# CSM14.1 death rescue = rescue of cells from ER stress-induced death, primary screen, 384-well, CSM14.1, thapsigargin, ATP luminescence (AID 1222); 190,000 tested, under 10 active; one-dose cellular ATP content (survival), % at 20 µM; EC50 in µM for titrated hits; CSM14.1 thapsigargin-induced death rescue, ATP luminescence; higher % means a stronger effect;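 active means EC50 below 50 µM in the dose-response confirmation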;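 further: death triggered by thapsigargin at about 15 µM added after 2 h compound pretreatment; cell ATP read after overnight thapsigargin exposure of roughly 18 to 22 hours; normalized against plate controls of thapsigargin alone and 5% DMSO vehicle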
# WT yeast gro inh mutant strain = second read-out of WT yeast gro inh, no call of its own (marks repeat the call); inhibition, %; mitochondrial fusion phenotypic screen, mutant strain inhibition
# Dynein transport cytoplasmic EGFP = further read-out of Dynein transport, marked with its call; z-score; measured here: cytoplasmic GR-EGFP intensity; hits give high values
# Dynein transport nuclear GR-EGFP = also measured in Dynein transport; calls as there; z-score; measured here: nuclear GR-EGFP intensity;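 lower value marks the stronger effect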
# Dynein transport cell count = recorded beside Dynein transport, whose call it bears; z-score; measured here: cell count per field
# Insulin prom up cell count = further read-out of Insulin prom up, marked with its call; cell count; measured here: cytotoxicity, nuclei count;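 total cells summed across four imaged fields per well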
# Lipid droplet cells 6.5 µM = also measured in Lipid droplet; calls as there; cell count; measured here: cell count, cytotoxicity flag;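 cells counted across two imaged fields per well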
# bCat nuc transl cell count 5 µM = also measured in bCat nuc transl; calls as there; cell count; measured here: cell count, cytotoxicity flag
# MT stabilize HCS Hoechst-high % = recorded beside MT stabilize HCS, whose call it bears; % Hoechst-high responders; measured here: nuclear condensation Hoechst responders;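 share of cells brighter than vehicle mean plus two SD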
# MT stabilize HCS cytotoxicity % = second read-out of MT stabilize HCS, no call of its own (marks repeat the call); toxicity, %; measured here: cytotoxicity by cell density;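 0% = mean cell density of plate MIN control wells and 100% = no cells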
# Autophagy mod cell loss 18 h = further read-out of Autophagy mod, marked with its call; toxicity, %; measured here: cell loss, nuclei count;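 cell loss after 18 h compound exposure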
# Active calls of the source: *; i = inactive; · = not tested or not shown. Rows were taken by chance. Share with any hit: about 4%.
SMILES,bCat nuc transl,bCat nuc transl cell count 5 µM,MT stabilize HCS,MT stabilize HCS Hoechst-high %,MT stabilize HCS cytotoxicity %,Dynein transport,Dynein transport cytoplasmic EGFP,Dynein transport nuclear GR-EGFP,Dynein transport cell count,XIAP displacement,Insulin prom up,Insulin prom up cell count,Autophagy mod,Autophagy mod cell loss 18 h,Lipid droplet,Lipid droplet cells 6.5 µM,WT yeast gro inh,WT yeast gro inh mutant strain,CSM14.1 death rescue
O=C([C@H](Cc1ccc(O)cc1)n1cc(CCO)nn1)N1CCNCC1,-2.4,1116,2.6,1.7,12.5,0.318,-0.354,0.49,0.182,-3.7%,1.23,1306,i,-17.2,2.7,710,-6.8,10.4,2.7%
COc1ccccc1CNC(=O)c1cccc(N(C)C)c1,-1.6,1172,1.1,1.0,10.1,0.424,-0.0166,0.194,-0.224,-2.9%,0.06,922,i,-0.5,-1.7,785,-5.0,-4.7,1.1%
CSc1ccc(Cn2nnc(C(=O)NCc3ccccc3)c2N)cc1,-3.0,1160,3.3,3.0,7.3,-0.439,-0.314,-0.184,0.396,-3.7%,-0.74,1825,·,·,-3.0,620,12.2,9.0,-2.6%
CCCOC(=O)Nc1nc(-c2ccc(C)cc2)c(C)s1,-1.5,1057,2.4,2.8,9.1,2.47,-0.0961,0.804,-1.81,-2.4%,0.27,1144,i,-8.8,-3.9,654,27.6,19.7,-0.5%
COc1ccccc1OCC(O)CN1C(=O)NC(C)(C)C1=O (stereo not drawn),·,·,4.5,3.6,7.0,-0.474,-0.23,-0.222,0.406,-3.0%,0.41,974,i,1.6,·,·,6.1,3.2,-0.4%
CCC(C)(C)n1nnnc1C(c1cc2ccc(OC)cc2[nH]c1=O)N1CCCCC1 (stereo not drawn),·,·,1.1,1.2,6.6,-0.552,2.04,0.125,-0.149,-2.9%,-0.3,987,i,4.6,0.3,798,-5.5,-0.4,-0.8%
O=C1[C@@H]2C(Cc3ccc(O)cc3)NC3(C(=O)Nc4ccc(F)cc43)[C@@H]2C(=O)N1c1ccc(F)cc1 (stereo partly drawn),-1.9,1251,5.1,3.0,21.4,1.4,-0.337,1.03,-0.473,0.6%,-0.05,1204,i,26.3,-0.6,783,3.5,-2.9,2.2%
COc1ccc(C(=O)Nc2ccc(S(=O)(=O)Nc3onc(C)c3C)cc2)c(OC)c1,-0.9,1065,1.6,2.1,6.0,-0.13,-0.317,-0.215,0.396,-3.7%,-0.05,1354,i,-0.1,2.8,700,-1.8,-6.1,0.1%
COc1ccc2[nH]c3c(=O)n(Cc4ccncc4)cnc3c2c1,1.7,1271,·,·,·,0.161,-0.201,0.0965,0.488,·,-0.42,964,·,·,14.6,666,·,·,·
COc1ccc(OC)c(/C=C2\SC(=S)N(Cc3cccnc3)C2=O)c1,2.5,534,2.2,2.2,7.7,1.34,3.83,2.83,-3.18,0.6%,-0.3,1334,i,-6.5,3.8,606,27.4,-19.9,-0.1%
C=CCN(C(=O)CSc1nc2c(sc3ccccc32)c(=O)n1CCN(CC)CC)c1ccccc1,-1.1,1068,2.3,1.5,2.5,-1.08,0.199,-0.398,0.572,-12.3%,·,·,i,18.8,-8.5,657,32.2,14.5,2.6%
COc1ccc(CCc2nnc(CCC(=O)N(C)Cc3ccnc4ccccc34)o2)cc1,2.7,987,1.9,2.5,7.8,-0.935,0.0715,-0.643,-0.677,-2.9%,-1.71,1230,i,36.7,-19.1,747,13.1,14.9,1.3%
CCN(CC(=O)Nc1ccc(C)c(F)c1)CC(=O)NC(C)(C)C,3.2,1046,1.4,1.6,0.2,0.68,-0.249,0.591,-0.971,-2.5%,-0.39,1291,i,31.0,3.8,740,2.3,-6.6,·
Cn1cccc1CC(=O)NNC(=S)Nc1ccc(Cl)cc1,-0.1,927,2.8,1.7,6.1,0.37,-0.25,-0.0896,-0.887,-3.4%,0.48,1407,i,6.8,-3.3,672,-1.9,-15.4,-1.4%
Cc1ccc(C)c(NCC(O)c2ccccc2)c1 (stereo not drawn),-0.1,1573,2.0,2.2,0.9,-1.17,-0.164,-0.964,0.663,0.0%,0.99,1433,i,9.2,-5.6,602,-5.8,2.2,-1.8%
O=S(=O)(c1ccc(F)cc1)N1CCN=C1SCc1cccnc1,0.4,1124,4.2,1.9,4.1,-0.539,-0.309,-0.185,0.961,-3.2%,·,·,i,5.9,5.1,650,-8.2,1.6,-1.0%
Cc1ccccc1N(C(=O)c1csnn1)C(C(=O)NC(C)(C)C)c1ccncc1 (stereo not drawn),-1.6,1043,2.2,1.2,9.3,-0.472,-0.327,0.256,0.69,-6.4%,-0.04,1569,i,-14.1,12.4,721,-18.2,-10.5,1.3%
CN(C1CCCCC1)S(=O)(=O)c1ccc(S(=O)(=O)N2CCN(C(=O)c3ccccc3F)CC2)cc1,1.1,1004,3.1,2.1,8.9,0.325,-0.187,-0.0808,-0.016,-5.1%,1.06,985,i,-4.4,23.3,755,1.5,-7.5,1.3%
CCn1c(-c2ccc3ncccc3c2)n[nH]c1=S,1.7,1069,0.9,0.9,0.7,1.45,-0.194,1.1,-1.44,-1.5%,-0.13,1590,i,17.1,·,·,9.5,5.8,-1.6%
Cc1nc2ccccc2n1C1CCN(CC(=O)NCc2ccc(F)cc2)CC1,-1.7,1364,1.9,1.4,6.8,-0.245,-0.154,-0.146,0.128,-6.8%,0.32,1485,i,-8.0,·,·,1.8,3.4,-0.2%
Cc1ccc(C2CC2C(=O)NNC(=S)Nc2cccc(C)c2)cc1 (stereo not drawn),-0.6,923,4.4,1.5,4.2,-0.856,-0.198,-0.239,-0.948,-6.5%,0.46,1034,i,19.3,-3.4,736,-5.0,-24.6,1.3%
COC(=O)c1cc(OC)c(OC)cc1NC(=O)c1cc(C(C)(C)C)oc1C,-4.1,1122,·,·,·,-0.838,-0.224,-0.499,0.856,·,-0.84,1418,·,·,-13.6,642,·,·,·
Cc1cn2c(N)c(C=C3C=C(Cl)C(=O)C(Cl)=C3)c(=O)nc2s1,-0.1,1527,2.6,2.0,1.8,0.679,0.0482,0.316,-0.306,-9.6%,0.54,1399,i,-8.3,13.7,718,-0.1,4.6,-1.0%
Cc1ccc(NC(=O)CSc2nc3ccccc3c3nc(CCn4cncc4C)nn23)c(C)c1,4.6,1038,5.8,2.8,5.0,-0.881,-0.242,-0.425,0.523,-7.5%,-0.56,1499,i,12.6,15.5,637,-19.4,7.8,-0.3%
Cc1ccc(N2CC(C(=O)Nc3nccs3)CC2=O)cc1 (stereo not drawn),1.7,1183,2.1,1.2,3.1,-1.43,-0.2,-0.454,0.488,-6.3%,-0.46,1339,i,8.6,·,·,-6.8,-8.6,-0.9%
CC(C)Cn1c(-c2nn(C)cc2Cl)n[nH]c1=S,0.4,1292,4.1,2.3,4.4,-0.692,-0.0448,-0.0816,0.522,-7.8%,-0.06,1609,i,-1.8,·,·,4.9,-3.0,-0.5%
CCOC(=O)C1CCCN(C(=O)COC(=O)C2=COCCO2)C1 (stereo not drawn),1.3,1166,5.2,1.8,2.3,1.59,-0.2,0.886,-1.27,0.3%,0.47,1120,i,22.1,·,·,-4.9,-13.5,-0.6%
O=C(Nc1ccccc1)OCC1CCCN2CCCCC12 (stereo not drawn),-1.1,1140,1.3,1.5,7.7,-0.0616,-0.347,-0.108,-0.315,-2.4%,0.69,984,i,-2.2,-20.8,706,9.2,3.4,-3.5%
CCOC(=O)c1[nH]c2ccc(F)cc2c1NC(=O)CN1CCc2cc(OC)c(OC)cc2C1,-1.8,1151,2.4,1.3,9.9,3.24,-0.12,1.52,-2.02,-6.9%,-2.35,882,i,-2.5,·,·,-11.6,2.7,4.0%
COCCN(C(=S)Nc1c(C)cc(C)cc1C)C(C)c1cccs1 (stereo not drawn),1.0,1025,3.0,4.0,8.4,0.0445,-0.254,0.0462,-0.0232,1.8%,0.76,1169,i,3.0,-59.5,746,65.2*,-6.1*,-0.6%

# Three structures from above, ordered by formula weight, descending:
SMILES,bCat nuc transl,bCat nuc transl cell count 5 µM,MT stabilize HCS,MT stabilize HCS Hoechst-high %,MT stabilize HCS cytotoxicity %,Dynein transport,Dynein transport cytoplasmic EGFP,Dynein transport nuclear GR-EGFP,Dynein transport cell count,XIAP displacement,Insulin prom up,Insulin prom up cell count,Autophagy mod,Autophagy mod cell loss 18 h,Lipid droplet,Lipid droplet cells 6.5 µM,WT yeast gro inh,WT yeast gro inh mutant strain,CSM14.1 death rescue
O=C1[C@@H]2C(Cc3ccc(O)cc3)NC3(C(=O)Nc4ccc(F)cc43)[C@@H]2C(=O)N1c1ccc(F)cc1 (stereo partly drawn),-1.9,1251,5.1,3.0,21.4,1.4,-0.337,1.03,-0.473,0.6%,-0.05,1204,i,26.3,-0.6,783,3.5,-2.9,2.2%
COc1ccc(C(=O)Nc2ccc(S(=O)(=O)Nc3onc(C)c3C)cc2)c(OC)c1,-0.9,1065,1.6,2.1,6.0,-0.13,-0.317,-0.215,0.396,-3.7%,-0.05,1354,i,-0.1,2.8,700,-1.8,-6.1,0.1%
CSc1ccc(Cn2nnc(C(=O)NCc3ccccc3)c2N)cc1,-3.0,1160,3.3,3.0,7.3,-0.439,-0.314,-0.184,0.396,-3.7%,-0.74,1825,·,·,-3.0,620,12.2,9.0,-2.6%
